# Screening results deposited in PubChem BioAssay by several laboratories.
# eLon inh: inhibits E. coli Lon protease; 360,000 tested, 0.42% active; purified E. coli Lon protease, fluorescence polarization; P0A9M0; inhibition, % at 7.94 µM; in the data active = inhibition above about 13%, passing the limit was not always enough;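 also: 0% = enzyme with probe and DMSO and 100% = no enzyme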
# Neddyl block: inhibitors of human cullin neddylation | TR-FRET cullin neddylation, biochemical | calls only at 25 µM | 360,000 tested, 0.58% active | AID 651699; in the data active = inhibition above about 36%
# SKN-1 block: C. elegans SKN-1 inhibition; C. elegans VP596 Pgst-4::GFP/RFP ratio, acrylamide-induced, 24 h; 360,000 tested, 0.49% active; inhibition, % at 21.8 µM;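 active = interference check ratio from 0.5 to 1.5 plus GFP to RFP signal ratio inhibition reaching or exceeding a fixed threshold, cut at about 30% in these data, passing the limit was not always enough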; also: some compounds called inactive have numbers as strong as hits
# MsrA inh: inhibitors of bovine MsrA. purified bovine MsrA, absorbance read-out. inhibition, % at 15.5 µM. 360,000 tested, 0.75% active. AID 651718; in the data active = inhibition above about 4.5%;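 also: 0% = vehicle wells with enzyme and 100% = reference inhibitor wells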
# FAS-TE inh: inhibitors of human fatty acid synthase thioesterase domain; AID 602261; inhibition, % at 15 µM; recombinant FAS-TE, OMFH fluorogenic substrate, fluorescence endpoint; 360,000 tested, 0.67% active; P49327;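 active = compounds whose normalised, plate-corrected inhibition of enzyme fluorescence in the single-dose primary screen is 50% or more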;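 also: 0% = DMSO with enzyme and 100% = substrate without enzyme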
# MT1-MMP act inh: MT1-MMP (human) activation inhibition. P50281. HT1080 RFP-PRO-GFP cells, GFP/RFP ratio fluorescence, overnight; percent of plate control window, DMSO zero. GFP/RFP ratio change, % at 20 µM. 360,000 tested, 0.061% active. AID 651647;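 active = GFP/RFP ratio change of at least 30% with cell ATP level not reduced by more than half and red fluorescence within 50% of control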; also: strong numbers were not always called active
#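 Assay system: HT1080 cells carrying an RFP-PRO-GFP reporter | Dosing: Single dose of 20 µM compound, 1% DMSO final | Incubation: Cells overnight before dosing, compound overnight, 37 °C, 5% CO2 | Evaluation: GFP/RFP fluorescence ratio | Control set: DMSO and RFP-L50D-GFP cell wells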
# bovine MsrA act: activates bovine MsrA enzyme; AID 602163; activation, % at 10.6 µM; 360,000 tested, 0.3% active; purified bovine MsrA, absorbance read-out; in the data active = activation above about 7.5%;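 also: 0% = vehicle and 100% = reference activator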
# NRP1-CendR mod: modulators of CendR peptide binding to human neuropilin-1. FAM-RPARPAR peptide binding to NRP-1, fluorescence polarization. inhibition, % at 25 µM. 360,000 tested, 0.85% active;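 active = inhibition or corrected inhibition above about 18%, plus a signal ratio from 0.5 to 1.5, limit read from the data, passing the limit was not always enough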; also: strong numbers were not always called active
# Rin1-Abl PPI inh: human Rin1-Abl interaction inhibition | P00519+Q13671 | TR-FRET Rin1/Abl binding, biochemical | inhibition, % at 7.35 µM | 360,000 tested, 0.4% active | AID 588664; in the data active = inhibition above about 5%, passing the limit was not always enough
# Starred values were filed as active, the others as inactive; i = inactive; . = no result given.
1: CCn1c(SC(C)C)nnc1C1CCN(S(=O)(=O)c2ccc(OC)cc2)CC1
2: Cc1ccc2nc(Nc3ccc(Cl)cc3)c3nncn3c2c1
3: O=C(NC1CCCCC1)C(c1ccc2ncccc2c1)N(Cc1ccc(F)cc1)C(=O)c1cccs1 (centres undefined)
4: C=CCOc1c(Br)cc(CNc2ccc(NC(=O)CCC)cc2)cc1OCC
5: CC1CCN(C(=O)c2ccccc2SCC(=O)NCC2CCCCC2)CC1
6: CCOc1ccc2nc(SCC(=O)N3CCCCCC3)c(C#N)cc2c1

entry no.	1	2	3	4	5	6
MT1-MMP act inh	5	4	-8	4	-2	-3
MsrA inh	-0.7	0.8	-1.2	-0.1	-0.2	1.1
Rin1-Abl PPI inh	0	3	0	-1	1	-3
bovine MsrA act	1	-12	2	1	-1	-2
eLon inh	4	-70	-6	5	1	14
SKN-1 block	12	24	6	11	20	5
FAS-TE inh	-5	3	22	12	-1	27
NRP1-CendR mod	-1	-5	-13	-2	-6	0
Neddyl block	i	.	i	i	i	i

7: O=C1CCCN1c1cc(Cl)cc(Cl)c1
8: O=C(CSc1nc2ncc(Cl)cc2[nH]1)NCC(=O)Nc1ccc(F)c(F)c1F
9: Cc1ccc(C(C)C)c(OCc2nnc3n2CCCCC3)c1
10: COCCCNc1oc(-c2ccccc2Cl)nc1C#N
11: CCCCCCCCNC(=O)CC(NS(=O)(=O)c1ccc(NC(C)=O)cc1)C(C)C (centres undefined)
12: CCOC(=O)N1CCN(C(=O)Cc2ccc(-n3c(=O)[nH]c4ccccc4c3=O)cc2)CC1

entry no.	7	8	9	10	11	12
MT1-MMP act inh	2	-1	-2	4	1	6
MsrA inh	-0.3	-0.9	1.5	0.6	-0.9	0.0
Rin1-Abl PPI inh	2	1	-2	-1	1	1
bovine MsrA act	-3	-1	0	-3	-3	-3
eLon inh	-13	-11	0	0	7	-2
SKN-1 block	-12	5	14	4	2	-19
FAS-TE inh	8	-6	-4	-2	0	-7
NRP1-CendR mod	-5	-8	-2	-2	3	3
Neddyl block	i	i	i	i	i	i

13: CC(=O)NS(=O)(=O)c1ccc(N2C(=O)CC(Sc3nccc(C)n3)C2=O)cc1 (centres undefined)
14: COc1ccc(CNC(=O)c2ccc3oc(C(C)C)nc3c2)cc1
15: CC(=O)NC(c1cccc(F)c1)c1nc(-c2ccc(C)c(C)c2)cs1 (centres undefined)
16: COCCCNC(=O)c1ccc(C(=O)NCCCOC)cc1
17: Cc1ccc(NC(=O)Cn2nnc(C(=O)Nc3ccc(C)c(C)c3)c2N)cc1
18: O=C(Nc1nnc(C2CC2)s1)c1cccnc1Oc1ccc(Cl)cc1

entry no.	13	14	15	16	17	18
MT1-MMP act inh	-4	2	1	4	-3	1
MsrA inh	0.0	0.6	0.0	0.5	-0.1	0.1
Rin1-Abl PPI inh	-1	6	3	3	0	-4
bovine MsrA act	-1	-4	-1	0	2	-8
eLon inh	-4	3	5	-4	0	16
SKN-1 block	5	5	11	-3	31	-6
FAS-TE inh	-2	-4	9	-8	-10	3
NRP1-CendR mod	4	-2	0	-2	5	-7
Neddyl block	i	i	i	i	i	i

19: O=C(Nc1nc(-c2cc(Cl)sc2Cl)cs1)c1ccc(Br)s1
20: O=S(=O)(c1ccc2ccccc2c1)N1CCN(CCO)CC1
21: CC(C)N(C(=O)CSc1nnc(-c2ccc3c(c2)OCO3)n1C)C(C)C
22: CCc1ccc(N2CC(C(=O)Nc3ccc(S(=O)(=O)N4CCOCC4)cc3)CC2=O)cc1 (centres undefined)
23: CC(C)(C)NC(=O)NC(=O)CSc1n[nH]c(-c2ccccc2Br)n1
24: COc1ccc(NC(=O)CN2CCc3ccccc3C2)cc1

entry no.	19	20	21	22	23	24
MT1-MMP act inh	-6	0	0	3	5	8
MsrA inh	0.8	-0.5	-0.1	-0.6	1.8	-0.1
Rin1-Abl PPI inh	6.0*	1	4	3	1	1
bovine MsrA act	-9	-5	-4	-5	-5	-1
eLon inh	4	9	5	-9	11	-3
SKN-1 block	-16	-19	-4	-11	-2	3
FAS-TE inh	8	-7	-3	3	-4	-2
NRP1-CendR mod	12	12	-1	-16	1	0
Neddyl block	i	i	i	i	i	i

25: Cc1ccc(S(=O)(=O)N2CCCOC2CNC(=O)C(=O)NC2CCCCC2)cc1 (centres undefined)
26: Cc1ccc(C(=O)NCCc2ccc(S(N)(=O)=O)cc2)cc1[N+](=O)[O-]
27: COC(=O)c1ccc(Oc2cc(C)nc(SC)n2)cc1
28: O=c1c(C(c2ccc(F)cc2)c2c(O)nc3n(c2=O)CCS3)c(O)nc2n1CCS2
29: Cn1c(=O)c2[nH]c(NN=Cc3ccc(F)cc3)nc2n(C)c1=O
30: O=C(O)CSc1nnc(NC(=O)c2ccc3c(c2)OCO3)s1

entry no.	25	26	27	28	29	30
MT1-MMP act inh	0	4	8	1	11	1
MsrA inh	-1.1	1.0	0.6	0.4	-0.2	1.3
Rin1-Abl PPI inh	3	-3	1	-1	-2	2
bovine MsrA act	-2	-1	-8	-2	1	-6
eLon inh	-6	-3	6	4	-7	-2
SKN-1 block	9	10	-19	-4	13	8
FAS-TE inh	-6	-2	3	-2	-2	-3
NRP1-CendR mod	2	-4	2	-27	9	4
Neddyl block	i	i	i	i	.	i

31: OCCCCNCc1ccc(OCc2ccc(Cl)cc2Cl)cc1
32: O=C(Nc1sc2c(c1C(=O)O)CCCC2)c1ccc(F)cc1
33: COCCn1c(SCC(=O)N2CCCCCC2)nc2c(c1=O)SCC2
34: Clc1ccc(OCc2noc(-c3ccsc3)n2)c(Cl)c1
35: Cc1nnc(NC(=O)c2cc(S(=O)(=O)N3CCCCC3)ccc2Cl)s1
36: CC(CCc1ccccc1)NC(=O)COC(=O)c1cc(NS(=O)(=O)c2ccc(Cl)c([N+](=O)[O-])c2)ccc1O (centres undefined)

entry no.	31	32	33	34	35	36
MT1-MMP act inh	-2	-1	1	-2	0	0
MsrA inh	0.1	1.9	1.7	-1.0	0.4	0.8
Rin1-Abl PPI inh	1	0	-2	-3	-2	-2
bovine MsrA act	-1	-2	-8	-3	-4	-2
eLon inh	-10	-3	-8	-5	-1	-2
SKN-1 block	8	0	-7	74*	-6	9
FAS-TE inh	-6	-1	-6	32	-8	55*
NRP1-CendR mod	-10	-7	5	15	6	6
Neddyl block	i	i	i	i	i	i

# Copied from the list.
# In MsrA inh, compound 36 is entered as 0.8
# In MT1-MMP act inh, compound 32 is entered as -1
# In NRP1-CendR mod, compound 35 is entered as 6
# In SKN-1 block, compound 34 is entered as 74*

# The results go on:
37: Cc1ccc(S(=O)(=O)N2CCC(NC(=O)c3cccc(F)c3)CC2)cc1
38: CCC(=O)Nc1nnc(-c2ccc(OC)cc2)o1
39: CC(=O)c1ccc(N(C(=O)Cn2nnc(-c3ccccc3)n2)C(C(=O)NC2CCCCC2)c2ccccn2)cc1 (centres undefined)
40: COCCN(C(=O)c1ccc(-c2ccc(Cl)cc2)o1)c1c(N)n(CC(C)C)c(=O)[nH]c1=O
41: CCN(CC(=O)Nc1ccc(NC(C)=O)cc1)C(=O)c1c(-c2c(F)cccc2Cl)noc1C
42: CCN(CC(=O)NCc1cccs1)C(=O)c1ccc(OC)c(S(=O)(=O)N2CCOCC2)c1

entry no.	37	38	39	40	41	42
MT1-MMP act inh	12	0	0	-2	0	-3
MsrA inh	0.2	2.1	-0.1	2.6	-0.8	0.8
Rin1-Abl PPI inh	4	0	2	1	0	-1
bovine MsrA act	-10	-1	-3	-1	-2	-2
eLon inh	6	-7	-1	15	-4	-4
SKN-1 block	29	-5	-1	2	7	-1
FAS-TE inh	2	-3	6	9	-2	-3
NRP1-CendR mod	-1	-12	22	10	12	-4
Neddyl block	i	i	i	i	i	i

43: CCOC(=O)c1cnc2ncnn2c1N
44: Cc1ccccc1N1C(=O)c2cccc([N+](=O)[O-])c2C1=O
45: CC(OC(=O)[C@H](C)NC(=O)c1ccccc1Cl)C(=O)NCc1ccc2c(c1)OCO2 (some centres undefined)
46: Cc1nnc(NC(=O)C(c2ccccc2)c2ccccc2)s1
47: Cc1onc(-c2ccccc2Cl)c1C(=O)Nc1ccc(S(=O)(=O)N2CCCC2)cc1
48: CCCn1c(SCC(=O)NC2CCCC2)nnc1-c1ccccn1

entry no.	43	44	45	46	47	48
MT1-MMP act inh	-1	2	8	2	-4	0
MsrA inh	2.3	-0.5	-0.8	0.7	-0.4	0.5
Rin1-Abl PPI inh	0	0	-4	4	1	0
bovine MsrA act	-2	-2	-2	-1	-6	-4
eLon inh	-9	1	-7	-1	3	-6
SKN-1 block	6	16	5	20	16	-8
FAS-TE inh	-2	0	-7	-2	16	-2
NRP1-CendR mod	6	5	7	-5	-6	-8
Neddyl block	i	i	i	i	i	i

# Rewritten field by field: entries from further up
43) CCOC(=O)c1cnc2ncnn2c1N
  MT1-MMP act inh: -1; MsrA inh: 2.3; Rin1-Abl PPI inh: 0; bovine MsrA act: -2; eLon inh: -9; SKN-1 block: 6; FAS-TE inh: -2; NRP1-CendR mod: 6; Neddyl block: i
44) Cc1ccccc1N1C(=O)c2cccc([N+](=O)[O-])c2C1=O
  MT1-MMP act inh: 2; MsrA inh: -0.5; Rin1-Abl PPI inh: 0; bovine MsrA act: -2; eLon inh: 1; SKN-1 block: 16; FAS-TE inh: 0; NRP1-CendR mod: 5; Neddyl block: i
45) CC(OC(=O)[C@H](C)NC(=O)c1ccccc1Cl)C(=O)NCc1ccc2c(c1)OCO2 (some centres undefined)
  MT1-MMP act inh: 8; MsrA inh: -0.8; Rin1-Abl PPI inh: -4; bovine MsrA act: -2; eLon inh: -7; SKN-1 block: 5; FAS-TE inh: -7; NRP1-CendR mod: 7; Neddyl block: i
46) Cc1nnc(NC(=O)C(c2ccccc2)c2ccccc2)s1
  MT1-MMP act inh: 2; MsrA inh: 0.7; Rin1-Abl PPI inh: 4; bovine MsrA act: -1; eLon inh: -1; SKN-1 block: 20; FAS-TE inh: -2; NRP1-CendR mod: -5; Neddyl block: i

# The listing continues.
49: Cc1cccc(C(=O)Nc2ccccc2C(=O)NCc2cccnc2)c1
50: COc1ccc2c(c1)c(C(C)=O)c(C)n2CCc1ccc(OC)c(OC)c1
51: COc1ccc2nc(C)cc(N3CCN(S(=O)(=O)c4ccccc4F)CC3)c2c1
52: c1ccc2oc(Cc3ccc(Cc4nc5ccccc5o4)cc3)nc2c1

entry no.	49	50	51	52
MT1-MMP act inh	3	-9	-1	0
MsrA inh	-0.1	-1.4	0.6	-0.4
Rin1-Abl PPI inh	-6	2	-2	3
bovine MsrA act	-2	-1	-3	-2
eLon inh	-9	0	-5	-4
SKN-1 block	-8	14	-13	-6
FAS-TE inh	0	-2	16	8
NRP1-CendR mod	4	-2	6	4
Neddyl block	i	i	i	i
